Source: PubChem BioAssay
PKA-R2B activ = activators of human PKA-R2B complex. P22694+P31323. PKA-R2B holoenzyme dissociation, Cy5-IP20 fluorescence polarization; R2B truncated from residue 108, S112A mutant; 0% DMSO only, 100% 113 µM cGMP. activation, % at 11.4 µM. 340,000 tested, 0.079% active;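 active = activation above a cutoff set at the mean over all compounds plus 3 SD, cut at about 18% in these data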;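 note: higher means more holoenzyme dissociation and a rise in polarization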
Target sequence (P31323 whole entry, looked up, other chains not shown, the tested form may be a part): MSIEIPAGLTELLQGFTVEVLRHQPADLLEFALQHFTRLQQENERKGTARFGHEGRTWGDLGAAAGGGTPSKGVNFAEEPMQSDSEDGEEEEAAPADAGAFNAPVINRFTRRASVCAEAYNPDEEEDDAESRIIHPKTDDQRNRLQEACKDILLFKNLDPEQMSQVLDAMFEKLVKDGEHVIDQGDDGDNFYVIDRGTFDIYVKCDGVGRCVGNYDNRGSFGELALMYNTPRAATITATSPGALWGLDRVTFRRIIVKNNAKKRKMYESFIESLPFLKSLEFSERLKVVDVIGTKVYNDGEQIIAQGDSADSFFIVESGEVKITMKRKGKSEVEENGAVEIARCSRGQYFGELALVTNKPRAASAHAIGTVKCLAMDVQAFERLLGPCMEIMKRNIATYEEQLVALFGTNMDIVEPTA
Tat transport = inhibitors of E. coli Tat protein transport | E. coli MC4100 TorA-mCherry Tat export, fluorescence | inhibition, % at 10 µM | 340,000 tested, 0.036% active;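 active = mean replicate inhibition at least 50% and at least half of replicates individually reaching 50%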;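 note: exported cargo escapes ClpAP degradation while cytoplasmic cargo is degraded and loses fluorescence; 0% = median of neutral control wells and 100% = median of NaSCN control wells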
Mot1-301 SUMO = blocks SUMOylation pathway, rescuing yeast Mot1-301 growth. S. cerevisiae Mot1-301 growth rescue, ATP luminescence, 38.5C; percent above DMSO median, 100 means doubled. growth rescue, % at 18.8 µM. 320,000 tested, 1% active. AID 2716;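 active = every valid replicate shows activation above 250% relative to neutral control wells; inactive = the rest, any valid replicate at or below 250%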;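 note: OY570 slx delta 5 strain wells were the positive control but not used for scaling; some compounds called inactive have numbers as strong as hits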
PKA-R1A act = activators of PKA-R1A complex. P00514+P68181. PKA-R1A dissociation, Cy5-IP20 fluorescence polarization; scaled: DMSO 0%, 113 µM cGMP 100%. activation, % at 11.4 µM. 340,000 tested, 0.083% active. AID 504707;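 active = percent activation above the mean of all tested compounds plus 3 SD, cut at about 19% in these data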;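 note: higher means more PKAc released from R1A so a rise in polarization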
HTR5A inv ctr = HTR5A inverse agonism, opioid heterodimer counter-screen. HTR5A cell line, luminescence. inhibition, % at 9.3 µM. AID 504634. 340,000 tested, 0.083% active. P47898; in the data active = inhibition mostly above about 23%, no sharp cut-off; inactive = mostly below about 18%;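 note: 0% = cells with DMSO and 100% = no-cell wells with DMSO; some compounds called inactive have numbers as strong as hits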
CDK5 inh = CDK5/p35 (human) kinase inhibition. Recombinant CDK5/p35, ADP-Glo luminescence, 60 min. AID 488839. inhibition, % at 10 µM. 330,000 tested, 0.01% active. Q00535+Q15078;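 active = highest replicate inhibition of at least 50% and at least 75% of replicates reaching 50%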;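 note: plate controls were DMSO neutral control for no effect and GW8510 at 10 µM for full effect; many of its hits are not listed in these tables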
phage Ecoli inh = E. coli growth loss with phage present. growth absorbance. inhibition, % at 11.9 µM. 360,000 tested, 0.26% active; in the data active = inhibition above about 11%
DAGLB inhibitor = blocks human DAGLB lipase activity; Q8NCG7; HEK293T DAGLB membrane lysate, EnzChek fluorogenic substrate; 340,000 tested, 0.059% active; inhibition, % at 5.17 µM; in the data active = inhibition above about 34%;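 note: 0% = enzyme with vehicle and 100% = wells lacking enzyme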
Target sequence (Q8NCG7 whole entry, looked up): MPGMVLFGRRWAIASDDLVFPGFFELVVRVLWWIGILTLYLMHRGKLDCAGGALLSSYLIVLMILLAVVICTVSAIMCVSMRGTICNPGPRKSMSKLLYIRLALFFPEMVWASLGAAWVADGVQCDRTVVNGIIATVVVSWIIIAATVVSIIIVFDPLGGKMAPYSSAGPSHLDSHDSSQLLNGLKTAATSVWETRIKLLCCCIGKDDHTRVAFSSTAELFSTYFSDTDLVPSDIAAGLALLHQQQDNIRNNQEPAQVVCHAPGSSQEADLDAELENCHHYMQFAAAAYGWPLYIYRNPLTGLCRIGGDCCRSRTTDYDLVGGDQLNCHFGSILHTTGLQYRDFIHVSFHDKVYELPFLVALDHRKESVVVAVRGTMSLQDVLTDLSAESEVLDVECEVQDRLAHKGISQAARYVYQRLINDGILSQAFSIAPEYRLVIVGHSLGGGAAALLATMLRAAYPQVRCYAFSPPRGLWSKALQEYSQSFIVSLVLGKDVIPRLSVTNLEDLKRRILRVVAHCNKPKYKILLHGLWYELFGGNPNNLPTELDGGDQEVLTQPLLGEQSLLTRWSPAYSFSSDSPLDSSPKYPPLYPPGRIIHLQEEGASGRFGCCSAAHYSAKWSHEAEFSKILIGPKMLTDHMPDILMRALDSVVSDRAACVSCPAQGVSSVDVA
Ecoli viability = bacterial growth inhibition, counter-screen for AddAB inhibitors | E. coli V3065 growth, OD600 absorbance, 18 h | inhibition, % at 11.9 µM | 330,000 tested, 0.27% active | AID 449728;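 active = inhibition above the campaign's mean inhibition across all tested compounds plus 3 SD, cut at about 9.9% in these data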;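 note: uninfected addAB+ strain grown without phage in ampicillin broth; 0% = DMSO wells and 100% = ciprofloxacin 0.95 µg/ml wells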
HTR5A ag ctr = HTR5A agonism, opioid heterodimer counter-screen; P47898; HTR5A agonist assay, luminescence, cell-based; activation, % at 9.3 µM; 340,000 tested, 0.61% active; in the data active = activation mostly above about 9.5%, no sharp cut-off; inactive = mostly below about 7.6%;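 note: 0% = cells with vehicle only and 100% = reference agonist; strong numbers were not always called active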
AddAB inh = less growth of phage-infected E. coli with AddAB. E. coli expressing H. pylori AddAB, absorbance growth. inhibition, % at 11.9 µM. 330,000 tested, 0.29% active. AID 435030; in the data active = inhibition above about 12%;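 note: 0% = vehicle wells of infected cells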
Starred values were filed as active, the others as inactive; / = no result given.

SMILES	PKA-R2B activ	Tat transport	Mot1-301 SUMO	PKA-R1A act	HTR5A inv ctr	CDK5 inh	phage Ecoli inh	DAGLB inhibitor	Ecoli viability	HTR5A ag ctr	AddAB inh
O=C1C=CC(=Nc2ccc3c(c2)Cc2ccccc2-3)O1	-4	-4	/	-3	-2	0.4	2.1	2	/	1	/
CCOC(=O)/C(=N/Nc1ccc(Cl)cc1)S(=O)(=O)c1ccc(Cl)cc1	10	0	1	-15	-25	2.0	0.5	0	-1.4	11	0.2
O=C(CC(=O)N/N=C\c1ccccc1)NCCc1ccccc1	-10	-1	6	-3	3	-2.5	-1.8	0	1.2	-1	3.2
Cc1cc(/C=C2\SC(=S)N(Cc3ccco3)C2=O)c(C)n1-c1ccccc1	-12	-5	-4	-7	8	-1.0	-0.5	-18	0.0	-6	3.5
CCSc1nnc(-c2cccnc2)n1Cc1ccco1	-2	-8	-3	-6	0	0.7	1.8	0	-2.4	6	0.3
CSc1ncccc1C(=O)NNc1cc(Cl)ccc1Cl	13	3	-2	7	5	-1.5	/	-5	-0.2	-1	2.0
O=C(C1CCCN(Cc2ccccc2F)C1)N1CCCCC1 (stereo unspecified)	7	6	-15	2	19	-1.7	3.4	0	0.3	-5	0.0
O=C(COC(=O)c1ccccn1)NCCc1ccc(Cl)cc1	6	9	44	-1	-2	0.8	3.0	-2	-1.9	1	-1.3
Nn1c(SCc2cccc3ccccc23)nnc1-c1ccco1	-15	4	-27	-9	-7	-2.4	1.6	-1	0.0	3	2.8
O=C(CSc1nnc(-c2ccccc2F)o1)N1CCCC1	-10	-7	-9	-4	-5	-9.0	2.2	4	-1.6	2	4.2
COc1cc(Cl)ccc1S(=O)(=O)n1nc(C)cc1C	0	-5	-13	6	-5	0.0	0.0	-1	-0.9	-2	-1.1
Cc1[nH]c2ccccc2c1C(=O)C(=O)NCCOc1ccccc1	-6	0	368	-14	-3	-0.8	2.8	-2	-0.4	1	-0.1
N#CCCN(Cc1cccs1)C(=O)c1ccc(Cl)cc1	-4	8	-7	-12	15	-0.4	4.0	-4	3.2	-1	4.6
Nc1nc(-c2ccc(F)cc2)cs1	3	2	-9	-6	12	-0.6	2.7	0	-0.2	-4	1.8
O=C(NCc1cccnc1)C(=O)NCC(c1ccco1)N1CCN(c2ccccc2)CC1 (stereo unspecified)	1	0	6	-7	0	-1.8	3.9	4	-0.4	5	0.7
O=C(NNC(=O)C1CCCC1)c1cc([N+](=O)[O-])cc([N+](=O)[O-])c1	0	0	-3	8	-15	1.6	2.9	-2	-2.8	6	0.1
COc1c(Cl)ccc(Cl)c1C(=O)NC(=O)Nc1nc(C)cc(C)n1	-3	10	4	5	-4	-0.7	-0.2	1	-0.3	5	0.6
O=C(CN1C(=O)S/C(=C\c2ccc(F)cc2)C1=O)NCCCn1ccnc1	1	-3	-8	-8	-17	0.0	0.5	4	-1.6	1	-2.4
O=C(COC(=O)CCC(=O)c1ccc(F)cc1)NCc1ccccc1Cl	-5	2	-7	-11	7	-1.3	1.9	-1	-2.8	-2	-2.8
Cn1cnnc1SCC(=O)Nc1ncc([N+](=O)[O-])s1	-2	-6	16	-3	1	-0.4	1.1	3	-2.3	0	0.2
CCN(C(=O)c1c(C)noc1C)c1c(N)n(Cc2ccccc2)c(=O)[nH]c1=O	-4	-7	1	12	-12	-1.0	-0.3	3	2.3	-10	3.1
COc1ccc(N2CCN(C(=O)CCc3nnc4ccc(N5CCC(C)CC5)nn34)CC2)cc1	-6	-6	205	-19	-9	-2.3	0.6	4	-1.9	2	3.0
O=C(O)c1cccc(-c2ccc(/C=N/Nc3nn[nH]n3)o2)c1	-6	-8	102	-11	14	-0.8	3.7	0	0.8	1	5.9
CCOn1c(=O)c(-c2ccc(F)cc2)[n+]([O-])c2ccccc21	1	-8	0	6	9	0.5	-2.0	-3	/	-2	/
Cn1c(CCN2CCCCC2)nc2cc(NC(=O)Nc3ccccc3)ccc21	6	-2	/	-4	-19	-0.5	5.0	0	-2.2	1	3.0
(continued)
SMILES	PKA-R2B activ	Tat transport	Mot1-301 SUMO	PKA-R1A act	HTR5A inv ctr	CDK5 inh	phage Ecoli inh	DAGLB inhibitor	Ecoli viability	HTR5A ag ctr	AddAB inh
CC1CC(C)CN(S(=O)(=O)CC23CCC(CC2=O)C3(C)C)C1 (stereo unspecified)	2	-4	-29	5	-1	-1.4	-2.3	-1	1.3	1	4.4
Cc1cc(C(=O)NNC(=O)c2ccccc2O)c(C)o1	2	-4	0	-5	7	0.8	0.7	3	0.0	-2	0.4
O=C(N=C1SC2CS(=O)(=O)CC2N1c1ccccc1)c1ccccc1 (stereo unspecified)	7	9	-9	-2	5	-0.3	1.8	-4	-0.6	-1	-1.6
COc1cc(C(=O)NCCNC(=O)C2CCCNC2=O)cc(OC)c1OC (stereo unspecified)	-3	0	-14	7	18	-0.3	0.8	1	-2.7	-7	-2.1
Cc1nc2ccccc2c(=O)n1/N=C/c1ccccc1O	-6	-5	2	-8	-26	-5.5	1.2	3	-2.8	9	0.3
COc1ccccc1N1CCN(CC(=O)Nc2c(C)n[nH]c2C)CC1	3	0	-5	2	-7	-1.6	0.0	-1	0.1	2	2.1
CC1Oc2ccccc2N(CC(=O)NCc2ccc3c(c2)OCO3)C1=O (stereo unspecified)	-1	-3	3	1	1	-0.6	2.7	0	-0.6	1	3.9
CCCn1c(=N)c(S(=O)(=O)c2ccc(F)cc2)cc2c(=O)n3ccccc3nc21	-5	-5	-6	-8	-10	1.8	3.3	1	-0.4	2	0.9
O=C(NCc1ccccc1)c1c(O)c2cccc3c2n(c1=O)CCC3	-14	2	38	-4	-8	-0.9	2.8	-7	1.0	0	1.7
Cn1c(CN2CCN(c3ccc(Cl)cc3)CC2)nc2ccccc21	6	-22	179	-5	17	5.0	-0.7	2	-4.3	-7	-3.1
CCOC(=O)C(C)n1cnc2c(nnn2-c2cccc(OC)c2)c1=O (stereo unspecified)	0	8	-2	7	-2	0.6	3.2	-2	-1.3	1	1.0
OC1COC(OCC2OC(OCc3ccccc3)C(O)C(O)C2O)C(O)C1O (stereo unspecified)	-3	0	-15	10	2	0.6	1.1	2	-1.8	3	1.0
O=C(NCc1ccc2c(c1)OCO2)c1ccc2c(c1)C(=O)N(Cc1cccnc1)C2=O	8	-2	-10	4	8	-0.4	-0.2	1	0.4	-3	2.1
C/C=C/C(=O)Nc1ccccc1Br	-5	-10	-8	-1	-10	1.2	-0.1	-1	2.9	4	-0.8
Cc1ccc(S(=O)(=O)N2CCN(S(=O)(=O)N3CCCCC3)CC2)c(C)c1	4	-1	5	-7	2	-8.5	1.3	-4	-2.2	-1	0.7
COc1ccccc1C(=O)NCCn1cc(SCC(=O)NCC2CCCO2)c2ccccc21 (stereo unspecified)	-7	-3	0	-12	-12	-0.3	1.3	2	-4.8	-3	-0.1
COc1ccc(CCNC(=O)Cn2nc(C(=O)O)c3ccccc3c2=O)cc1OC	8	-1	5	4	8	-2.0	2.7	0	0.4	-3	2.7
Cn1c(N)c(C(=O)CSc2nnc(NC3CCCCC3)s2)c(=O)n(C)c1=O	-14	-9	/	4	-4	2.0	4.1	4	/	2	/
O=C(O)c1ccc(Cn2cc(C(F)(F)F)ccc2=O)cc1	9	-1	6	-11	-12	0.3	5.0	1	3.0	4	1.9
CC(C)CCOc1ccc(-c2c(=O)n(OCc3ccc([N+](=O)[O-])cc3)c3ccccc3[n+]2[O-])cc1	3	-8	-12	-6	18	-1.5	2.4	-7	1.2	2	-0.6
Cc1nc(C(=O)Nc2cccc(Cl)c2Cl)nn1-c1cc(OC(C)C)c(Cl)cc1Cl	-13	4	1	-3	22	-1.9	1.3	-4	-0.9	-2	1.9
CCOc1ccc(N2C=Nc3ccc(OCC)cc3C2)cc1	-4	-9	42	-10	11	0.4	0.2	-2	1.7	-3	5.4
Cc1ccc(S(=O)(=O)N(Cc2ccccc2)c2ccccc2C(=O)N2CCCCC2)cc1	0	7	214	-7	1	-3.5	3.0	-7	-0.8	0	3.1
Cc1ccc2[nH]c3c(=O)n(CCCN4CCOCC4)cnc3c2c1	-6	2	-14	-13	2	-0.8	0.8	1	-1.5	-4	-0.3
CCN(CC(=O)NCc1cccs1)C(=O)c1ccc(S(=O)(=O)Nc2ccccc2C)cc1	-10	-10	-6	-16	-28	-0.1	4.0	0	0.9	9	1.2
(continued)
SMILES	PKA-R2B activ	Tat transport	Mot1-301 SUMO	PKA-R1A act	HTR5A inv ctr	CDK5 inh	phage Ecoli inh	DAGLB inhibitor	Ecoli viability	HTR5A ag ctr	AddAB inh
Cc1nc(/C(N)=N/OC(=O)c2cccc(Cl)c2)c(C(F)(F)F)o1	0	-6	3	-14	-1	1.0	-1.3	-4	-1.3	-3	0.1
O=C1OC(Nc2ccc3c(c2)OCO3)c2ccccc21 (stereo unspecified)	-7	5	-2	0	-18	1.2	5.2	3	-0.8	-3	2.2
Cc1ccc([C@@H]2C[C@H]3CN(Cc4cccc(Cl)c4)C(=O)[C@]34CCCN24)o1	-19	-2	-12	1	-3	-2.6	3.3	0	-1.3	-3	1.7
Cc1ccc(N2CC(C(=O)N3CCOCC3)CC2=O)cc1C (stereo unspecified)	6	-4	4	6	6	0.8	4.0	0	2.5	-1	1.4
Cc1ccc2c(Cl)c(C(=O)Nc3nn[nH]n3)sc2c1	/	10	48	/	/	0.5	0.6	/	0.2	/	1.5
COc1ccccc1C1CCCN1Cc1nc(-c2ccc(C)s2)oc1C (stereo unspecified)	-9	-9	-8	-4	-7	0.2	5.0	-3	0.5	2	2.5
Cc1cc(NC(=O)C(C)Sc2nc(-c3cccs3)nc3ccccc23)no1 (stereo unspecified)	-13	-3	/	-7	2	-1.9	1.9	-3	/	-1	/
O=C(Cn1cnc2ccccc2c1=O)N1CCN(c2ccc(F)cc2)CC1	8	2	4	-4	-3	0.6	2.4	-4	-1.1	1	-4.1
COc1cc(/C=C(\C#N)C(=O)N2CCc3ccccc32)ccc1O	2	7	241	-3	8	1.2	1.4	1	2.0	-3	0.9
O=C(Nc1ccccc1C(=O)NC1CCCCC1)c1ccccc1	-6	0	-4	4	0	-3.0	2.0	-7	-1.4	0	2.7
Cc1cccc(NC(=O)c2cnc3scc(C)n3c2=O)c1	1	5	340	9	-5	-1.0	2.4	-3	1.2	2	0.6
Cn1c(SSc2ccc(-c3cccnc3)n2C)ccc1-c1cccnc1	0	4	/	1	-1	0.3	1.3	-5	/	0	/
Oc1c(Br)cc(Br)c(/C=N/n2c(-c3ccccc3)n[nH]c2=S)c1Br	-3	-2	38	0	4	0.0	6.2	23	6.8	-1	9.2
O=c1ccc(=O)n(CCc2ccccn2)[nH]1	-2	0	/	-1	-7	-1.1	3.8	4	/	2	/

Random excerpt: 3 compounds from above
SMILES	PKA-R2B activ	Tat transport	Mot1-301 SUMO	PKA-R1A act	HTR5A inv ctr	CDK5 inh	phage Ecoli inh	DAGLB inhibitor	Ecoli viability	HTR5A ag ctr	AddAB inh
Cn1c(SSc2ccc(-c3cccnc3)n2C)ccc1-c1cccnc1	0	4	/	1	-1	0.3	1.3	-5	/	0	/
Oc1c(Br)cc(Br)c(/C=N/n2c(-c3ccccc3)n[nH]c2=S)c1Br	-3	-2	38	0	4	0.0	6.2	23	6.8	-1	9.2
Cc1cc(NC(=O)C(C)Sc2nc(-c3cccs3)nc3ccccc23)no1 (stereo unspecified)	-13	-3	/	-7	2	-1.9	1.9	-3	/	-1	/
